dFosB act: enhances mouse delta FosB homodimer DNA binding; activation, % at 25 µM; purified delta FosB, TAMRA-CDK5 oligo fluorescence polarization; percent of positive-control signal above neutral wells; 340,000 tested, 0.99% active;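 active means mean activation above about 17%, with every replicate also reaching it, limit read from the data, passing the limit was not always enough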;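 further: fluorescence polarization rise as delta FosB binds a TAMRA Cdk5 AP-1 oligo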
Rtt109 Vps75: blocks Candida albicans Rtt109/Vps75 acetyltransferase activity | Q5AAJ8 | purified Rtt109/Vps75, ThioGlo CoA-SH fluorescence, 4 h | inhibition, % at 34.9 µM | 330,000 tested, 0.16% active | AID 540336;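 active means inhibition of at least 50% in every replicate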
Target sequence (Q5AAJ8 whole entry, looked up): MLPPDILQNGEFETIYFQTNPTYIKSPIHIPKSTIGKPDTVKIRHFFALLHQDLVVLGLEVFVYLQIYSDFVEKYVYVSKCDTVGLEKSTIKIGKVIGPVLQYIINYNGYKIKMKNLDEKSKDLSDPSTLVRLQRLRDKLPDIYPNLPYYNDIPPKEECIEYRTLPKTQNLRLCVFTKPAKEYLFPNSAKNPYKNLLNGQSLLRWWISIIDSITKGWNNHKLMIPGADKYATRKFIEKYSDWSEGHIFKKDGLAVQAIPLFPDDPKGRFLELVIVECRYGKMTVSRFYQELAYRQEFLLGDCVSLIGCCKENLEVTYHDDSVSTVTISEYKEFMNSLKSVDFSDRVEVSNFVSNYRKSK
Keap1-Nrf2 PPI: inhibitors of human Keap1-Nrf2 protein-protein interaction. 340,000 tested, 0.15% active. Keap1 Kelch-Nrf2 peptide fluorescence polarization, 1536-well. AID 504523. inhibition, % at 9.4 µM; in the data active means inhibition above about 12%;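 further: human Keap1 Kelch domain with fluorescein labeled Nrf2 9mer peptide probe; 0% = neutral control wells and 100% = peptide positive control; higher means more block of Keap1 binding to Nrf2 peptide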
Target sequence (Q14145 whole entry, looked up, the tested form may be a part): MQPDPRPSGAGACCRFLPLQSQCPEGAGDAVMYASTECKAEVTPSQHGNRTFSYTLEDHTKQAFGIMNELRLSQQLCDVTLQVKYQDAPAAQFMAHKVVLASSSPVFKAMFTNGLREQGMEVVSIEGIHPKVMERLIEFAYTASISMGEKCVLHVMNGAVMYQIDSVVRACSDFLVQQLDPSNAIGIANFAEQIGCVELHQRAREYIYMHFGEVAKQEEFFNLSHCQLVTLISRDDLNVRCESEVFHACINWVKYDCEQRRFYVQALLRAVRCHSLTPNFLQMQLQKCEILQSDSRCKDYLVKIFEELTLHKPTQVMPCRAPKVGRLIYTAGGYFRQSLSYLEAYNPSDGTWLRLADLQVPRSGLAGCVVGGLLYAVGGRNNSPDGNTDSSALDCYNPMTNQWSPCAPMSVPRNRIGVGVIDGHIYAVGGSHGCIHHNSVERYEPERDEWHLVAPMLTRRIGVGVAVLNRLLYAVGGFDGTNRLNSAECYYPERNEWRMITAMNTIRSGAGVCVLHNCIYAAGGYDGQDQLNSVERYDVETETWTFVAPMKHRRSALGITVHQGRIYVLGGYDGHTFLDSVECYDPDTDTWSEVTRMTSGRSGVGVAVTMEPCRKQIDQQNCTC
LANA DNA inh: inhibitors of KSHV LANA C-terminal domain DNA binding | MBP-C-LANA/FAM-LBS DNA binding, fluorescence polarization | inhibition, % at 9 µM | 340,000 tested, 0.078% active;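 active means highest replicate inhibition at or above 60% at 9 µM, even if other replicates fall short; inactive means all replicates below 60% inhibition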;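 further: 0% = neutral control wells and 100% = 4 µM acridine orange control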
NSD2 inh: blocks human histone methyltransferase NSD2 | O96028 | NSD2 peptide methylation, AlphaScreen, 120 min | inhibition, % at 12.5 µM | 310,000 tested, 0.54% active; in the data active means inhibition above about 50%
RTF Ca sens inh: cardiac RTF calcium desensitization. P19429+P45379. IANBD-labeled cardiac RTF, Ca2+ fluorescence. inhibition, % at 7.15 µM. 340,000 tested, 0.12% active;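 active means inhibition above the mean inhibition of all tested compounds plus 3 SD, cut at about 17% in these data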;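 further: assay run at fixed EC70 calcium of 1.6 mM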
PvdQ inh: blocks Pseudomonas aeruginosa PvdQ acylase activity; purified PvdQ acylase, fluorescence plate reader; inhibition, % at 10 µM; 340,000 tested, 0.063% active; AID 488965; in the data active means inhibition above about 30%, passing the limit was not always enough;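 further: 0% = vehicle neutral wells and 100% = reference inhibitor wells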
CDK5 p35 inh: CDK5/p35 (human) kinase inhibition; Q00535+Q15078; Recombinant CDK5/p35, ADP-Glo luminescence, 60 min; 330,000 tested, 0.01% active; inhibition, % at 10 µM;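 active means highest replicate inhibition of at least 50% and at least 75% of replicates reaching 50%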;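 further: plate controls were DMSO neutral control for no effect and GW8510 at 10 µM for full effect; many of its hits are not listed in these tables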
PfHsp90 set2: inhibits growth of yeast expressing Plasmodium falciparum Hsp90 | 310,000 tested, 0.32% active | inhibition, % at 9.4 µM | S. cerevisiae expressing PfHsp90, BacTiter-Glo ATP, 48 h; yeast lacking PDR1 and PDR3 efflux regulators;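 active means every replicate shows inhibition above about 80%, whatever the replicate mean, limit read from the data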;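 further: 0% = DMSO neutral controls and 100% = 20 µM radicicol positive controls; yeast relying on Plasmodium falciparum Hsp90 in place of its own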
Mot1-301 SUMO: blocks SUMOylation pathway, rescuing yeast Mot1-301 growth. S. cerevisiae Mot1-301 growth rescue, ATP luminescence, 38.5C; percent above DMSO median, 100 means doubled. growth rescue, % at 18.8 µM. 320,000 tested, 1% active. AID 2716;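 active means every valid replicate shows activation above 250% relative to neutral control wells; inactive means the rest, any valid replicate at or below 250%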;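 further: OY570 slx delta 5 strain wells were the positive control but not used for scaling; some compounds called inactive have numbers as strong as hits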
RTF Ca sens act: increases calcium sensitivity of human cardiac regulated thin filaments. P19429+P45379. IANBD-labeled TnC RTF fluorescence at EC20 calcium; 0% EC20 calcium, 100% full calcium. activation, % at 7.2 µM. 340,000 tested, 0.24% active. AID 493008;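 active means activation above the mean over all tested compounds plus 3 SD, cut at about 30% in these data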;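 further: rise in fluorescence read as greater calcium sensitivity of cardiac thin filaments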
* = called active by the depositor; nt = no result given.

Order of values: dFosB act	Rtt109 Vps75	Keap1-Nrf2 PPI	LANA DNA inh	NSD2 inh	RTF Ca sens inh	PvdQ inh	CDK5 p35 inh	PfHsp90 set2	Mot1-301 SUMO	RTF Ca sens act
1: CN(C)S(=O)(=O)c1ccc(C(=O)OCC(=O)NC(=O)NCc2ccccc2)cc1
→ -5.8	-1.1	-7.4	1.8	nt	-20.2	-14.8	0.3	48.3	-3.3	6.0
2: O=C(CSc1c(Cl)cccc1Cl)N1CCC(c2nc3ccccc3s2)CC1
→ -9.2	7.8	1.5	0.1	0.4	1.5	1.2	-2.6	10.4	15.7	-3.1
3: O=[N+]([O-])c1ccc(S(=O)(=O)NCC2COc3ccccc3O2)cc1 (stereo not given)
→ 2.5	-1.3	3.9	0.1	9.1	1.5	-2.5	3.6	-11.2	6.8	-6.6
4: Cc1csc(SCC(=O)NCCc2ccc(Cl)cc2Cl)n1
→ -7.8	3.8	-0.3	-1.5	-1.8	-7.6	11.3	0.0	-9.9	6.7	-4.2
5: COc1ccc(CNC(=O)C2CCN(S(C)(=O)=O)CC2)cc1
→ -0.1	-0.9	-1.3	-0.7	-4.6	-4.3	-15.0	1.1	4.7	116.8	-2.6
6: CCc1c(O)nc(SCC(=O)Nc2ccc(Br)cc2)n(-c2ccc(C)cc2)c1=O
→ -5.0	10.7	-3.7	0.5	16.4	-9.6	4.0	nt	-8.5	-4.9	-5.4
7: O=C(Nc1c2c(nn1-c1ccc(Cl)cc1)CS(=O)(=O)C2)c1ccc2c(c1)OCO2
→ -6.1	-9.5	5.1	1.4	1.7	2.7	-1.8	-0.6	27.6	-16.4	-6.4
8: CC(=O)NCCC(=O)Nc1ccc(F)cc1C
→ -3.7	-12.7	-4.0	-0.5	0.5	-7.9	-11.4	0.2	nt	-10.3	1.9
9: CN(c1ccccc1C(=O)Nc1ccc2c(c1)n(C)c(=O)n2C)S(C)(=O)=O
→ 2.6	-1.6	-0.7	2.7	0.1	3.4	-0.1	-0.8	-14.1	-8.5	-0.9
10: CCc1ccccc1NC(=O)Cc1cn(C)c2ccccc12
→ -2.6	-1.3	-1.4	2.1	0.9	-14.1	-16.6	0.2	nt	66.4	2.6
11: O=C(Nc1ccccn1)NC1CCS(=O)(=O)C1 (stereo not given)
→ -4.8	5.4	-3.0	0.0	-0.3	-0.8	-8.5	-1.0	25.8	-7.6	-0.4
12: N#Cc1ccc(Cl)cc1NC(=O)COC(=O)c1ccc(S(=O)(=O)N2CCCC2)cc1
→ 8.3	0.2	-1.0	0.9	1.2	-7.6	-15.6	-0.6	1.7	-1.2	-1.9
13: CCOc1ncccc1C(=O)N1CCCSC1=Nc1ccc(C(C)=O)cc1
→ -3.0	-12.3	-1.7	-1.1	-8.0	-2.9	-7.7	-0.2	-12.3	-1.1	-0.5
14: NC(=NC(=O)c1ccc(Cl)cc1)N1N=CCC1c1ccccc1 (stereo not given)
→ -1.8	-5.9	1.9	0.2	0.6	5.1	2.8	-1.4	18.7	0.7	0.9
15: CN1CC(c2ccc(Cl)c(Cl)c2)[C@@]2(COc3ccccc3C2=O)[C@@]12C(=O)Nc1ccccc12 (stereo not given in full)
→ -6.6	-0.9	1.3	-1.5	-0.1	-9.2	-3.8	-1.8	15.2	20.3	2.8
16: O=C(CN1CCN(Cc2ccccc2)CC1)N/N=C/c1cccnc1
→ 9.8	4.0	3.3	3.3	-2.2	3.4	-0.8	1.5	1.8	-9.3	-4.7
17: O=C(CSc1nnnn1-c1ccc(F)cc1)NNC(=O)c1ccco1
→ 2.8	4.5	-1.6	1.1	-12.2	0.6	-14.0	1.4	6.9	-14.7	2.2
18: COc1cccc(CNC(=O)CC(NC(C)=O)c2ccccc2)c1 (stereo not given)
→ -0.3	-8.5	-0.9	-0.4	30.2	2.6	-6.0	-1.1	-3.2	-5.4	1.8
19: CC[C@]12c3[nH]c4ccccc4c3CCN1C(=O)C(CC(=O)NCCCOC)C[C@@H]2C(=O)N1CCN(C(=O)C2CC2)CC1 (stereo not given in full)
→ 1.6	-3.1	-5.0	-1.1	nt	2.0	-15.7	-8.9	-13.8	4.4	-2.7
20: COc1ccc(CNC(=O)c2cc(=O)c3ccc(C)c(C)c3o2)cc1
→ 4.9	3.8	-0.4	0.5	-0.6	-4.4	5.8	1.4	19.6	-17.1	-6.5
21: CCN(c1ccc(NS(=O)(=O)c2cc(Cl)ccc2Cl)cc1)C(C)C
→ -0.5	7.5	-3.4	2.1	10.9	-6.1	-5.9	-1.1	8.0	9.8	-1.8
22: S=c1[nH]nc(-c2ccc(Br)cc2)n1Cc1ccco1
→ -3.4	1.6	3.0	-0.5	5.4	0.2	7.0	1.1	0.9	4.8	-1.5
23: Cc1ccc(C(=O)CNc2ccc(C)cc2C)cc1
→ -11.1	5.6	-3.0	-0.9	2.9	5.0	2.2	-0.1	10.1	17.9	-5.4
24: O=C(Nn1cnc2ccccc2c1=O)c1ccc(Br)cc1
→ 0.0	1.4	6.0	-0.2	-1.6	-5.2	0.4	0.1	-2.5	-0.4	-4.3
25: CCOc1ccccc1Oc1ccc(C(F)(F)F)cn1
→ 2.2	1.0	-2.3	-0.2	-4.3	-15.2	-9.6	0.7	-33.9	-4.5	-8.5
26: COCCNC(=O)CN(c1ccc(OC)c(OC)c1)S(=O)(=O)c1ccc(C)cc1
→ 3.9	2.8	-3.5	-2.5	0.1	-4.6	-16.9	-1.0	23.2	-4.8	-2.5
27: COc1ccc(OC)c(NC(=O)c2cc(S(=O)(=O)NCc3ccco3)ccc2F)c1
→ -9.5	14.0	2.7	0.3	nt	0.3	-4.8	1.2	7.9	3.3	1.1
28: COc1ccc(CCNC(=O)COC(=O)c2cnc(Cl)c(Cl)c2)cc1
→ -0.8	9.2	-1.8	-1.2	nt	3.7	2.8	-1.9	7.1	19.3	0.9
29: O=S(=O)(NC1CCCC1)c1ccc(-n2cnnn2)cc1
→ -6.2	9.9	0.1	-1.1	-1.0	14.6	8.6	2.8	2.1	-23.1	-1.4
30: O=C(O)c1cccc2c1C(=O)c1ccccc1C2=O
→ 4.3	-4.3	-3.8	-1.4	3.7	3.5	7.6	-5.4	26.0	-10.2	10.6

Just PfHsp90 set2 and PvdQ inh, for seven of the compounds above:
| # | mol | PfHsp90 set2 | PvdQ inh |
| --- | --- | --- | --- |
| 14 | NC(=NC(=O)c1ccc(Cl)cc1)N1N=CCC1c1ccccc1 (stereo not given) | 18.7 | 2.8 |
| 15 | CN1CC(c2ccc(Cl)c(Cl)c2)[C@@]2(COc3ccccc3C2=O)[C@@]12C(=O)Nc1ccccc12 (stereo not given in full) | 15.2 | -3.8 |
| 16 | O=C(CN1CCN(Cc2ccccc2)CC1)N/N=C/c1cccnc1 | 1.8 | -0.8 |
| 17 | O=C(CSc1nnnn1-c1ccc(F)cc1)NNC(=O)c1ccco1 | 6.9 | -14.0 |
| 18 | COc1cccc(CNC(=O)CC(NC(C)=O)c2ccccc2)c1 (stereo not given) | -3.2 | -6.0 |
| 19 | CC[C@]12c3[nH]c4ccccc4c3CCN1C(=O)C(CC(=O)NCCCOC)C[C@@H]2C(=O)N1CCN(C(=O)C2CC2)CC1 (stereo not given in full) | -13.8 | -15.7 |
| 20 | COc1ccc(CNC(=O)c2cc(=O)c3ccc(C)c(C)c3o2)cc1 | 19.6 | 5.8 |

Structures from the list above containing an NH in an aromatic ring, in the order listed:
Order of values: dFosB act	Rtt109 Vps75	Keap1-Nrf2 PPI	LANA DNA inh	NSD2 inh	RTF Ca sens inh	PvdQ inh	CDK5 p35 inh	PfHsp90 set2	Mot1-301 SUMO	RTF Ca sens act
19: CC[C@]12c3[nH]c4ccccc4c3CCN1C(=O)C(CC(=O)NCCCOC)C[C@@H]2C(=O)N1CCN(C(=O)C2CC2)CC1 (stereo not given in full)
→ 1.6	-3.1	-5.0	-1.1	nt	2.0	-15.7	-8.9	-13.8	4.4	-2.7
22: S=c1[nH]nc(-c2ccc(Br)cc2)n1Cc1ccco1
→ -3.4	1.6	3.0	-0.5	5.4	0.2	7.0	1.1	0.9	4.8	-1.5

The results go on.
Order of values: dFosB act	Rtt109 Vps75	Keap1-Nrf2 PPI	LANA DNA inh	NSD2 inh	RTF Ca sens inh	PvdQ inh	CDK5 p35 inh	PfHsp90 set2	Mot1-301 SUMO	RTF Ca sens act
31: CC1CCCC(C)N1/N=C/c1ccc(Cl)cc1 (stereo not given)
→ 7.2	8.2	2.1	2.4	1.7	-6.3	-9.1	-0.5	9.6	-4.5	-5.7
32: O=C(O)CCc1n[nH]c(=S)[nH]c1=O
→ 0.5	-1.5	-1.9	0.5	nt	-12.1	-13.5	0.2	4.0	-7.1	5.7
33: Cc1c(C(=O)N/N=C/c2ccc(O)cc2)sc(=S)n1C
→ 2.2	-6.2	0.4	0.6	-3.8	-6.1	-16.3	-0.8	13.6	3.9	0.1
34: CC(C)c1ccc(NC(=O)C2CC(=O)Nc3nc4ccccc4n32)cc1 (stereo not given)
→ 81.3*	-1.5	-2.1	0.6	-1.9	1.9	-13.0	-0.8	-62.1	-3.2	-2.6
35: CCOC(=O)c1c(N)nn(C(=O)C(C)(C)C)c1-c1ccccc1
→ 3.5	-11.2	-2.3	0.8	0.9	0.0	-12.2	-5.0	nt	-14.3	0.7
36: CCOc1ccc(NC(=O)CSc2nnc(-c3ccoc3C)n2CC2CCCO2)cc1 (stereo not given)
→ -2.6	10.6	1.3	1.1	4.6	-2.2	-18.7	0.5	-17.6	-15.0	1.7

Single entries from the list:
Keap1-Nrf2 PPI result of `COc1ccc(CNC(=O)C2CCN(S(C)(=O)=O)CC2)cc1` : -1.3
PvdQ inh result of `O=C(O)c1cccc2c1C(=O)c1ccccc1C2=O` : 7.6
dFosB act result of `O=C(CN1CCN(Cc2ccccc2)CC1)N/N=C/c1cccnc1` : 9.8
